High-throughput results deposited in PubChem BioAssay by National Center for Advancing Translational Sciences (NCATS).
ELG1 genotox: qHTS screen for small molecules that induce genotoxicity in human embryonic kidney (HEK293T) cells expressing luciferase-tagged ELG1 | HEK293T ELG1-luciferase reporter, luminescence, 16 h | Potency, µM (titrated, usually from 46 µM), inactives show at the top dose activity change, positive = activation, actives largely listed as activators | 1.3% of 330,000 active | AID 504466, 2011; further: potency means the concentration at half of the fitted maximal effect; % of control where 0% means no effect; nearly all actives have a fitted effect of over 60% in size
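ELG1-luciferase HEK293T cells, 2,000/well; compound pinned in; 16 hr, 37 °C, 5% CO2; ONE-Glo, 30 min RT; luminescence on CCD imager.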
NPC1 prom act: qHTS Assay for NPC1 Promoter Activators; Huh7 NPC1 promoter luciferase reporter, 24 h; Potency, µM (top dose mostly 9.22 µM), without a hit: at the top dose activation, most hits filed as activators; 2.4% of 320,000 active; AID 485313, 2010;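 further: potency means the concentration at half of the fitted maximal effect; % of control where 0% means no effect; nearly all actives have a fitted effect of over 60% in size; reporter is driven by a mutant NPC1 promoter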
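Luciferase expression driven by the NPC1 promoter was measured in stably transfected Huh7 cells after a 24 h compound incubation, using a luciferase reagent and a luminescence read.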
KCNH2 3.1 block: qHTS for Inhibitors of KCHN2 3.1: Mutant qHTS. activity change, % (tested at about 1.8 µM). AID 720553, 2013. U2OS KCNH2 3.1, thallium flux FluxOr; stronger effect = lower value. 0.95% of 340,000 active;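 active means maximum activity change below -70%; inconclusive means maximum activity change from -70% to -50%; inactive means maximum activity change above -50%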;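 further: thallium influx rate constant from kinetic fluorescence after stimulation buffer; on the % scale 0 is the no-effect control and ±100 the full control effect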
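Thallium flux read-out: FluxOr dye with Red40 quencher in HBSS/HEPES, 45 min at RT. Rate constants from kinetic reads were normalized to positive and negative DMSO controls. Cells: U2OS virally expressing the 3.1 isoform.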
Rab9 prom act: qHTS Assay for Rab9 Promoter Activators; Huh7 Rab9 promoter-luciferase reporter, luminescence, 24 h; Potency, µM (doses to about 9.22 µM), inactives show top-dose activation, negative = inhibition, hits mostly activators; 2.8% of 320,000 active; further: potency means the concentration at half of the fitted maximal effect; % of control where 0% means no effect; nearly all actives have a fitted effect of over 60% in size
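Measured in stably transfected Huh7 cells bearing a Rab9 promoter–luciferase construct: 24 h compound treatment at 37 °C, followed by luminescence detection.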
FLuc counter: qHTS profiling assay for firefly luciferase inhibitor/activator using purifed enzyme and Km concentrations of substrates (counterscreen for miR-21 project); purified FLuc, Km substrates, luminescence inhibition; Potency, µM (series often up to 57.5 µM), for the others: at the highest dose activity change, negative = inhibition, actives largely listed as inhibitors; 6.9% of 360,000 active; Luciferin 4-monooxygenase (Photinus pyralis), P08659; AID 588342, 2011;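 further: potency means the concentration at half of the fitted maximal effect; plate controls were vehicle for no effect and reference inhibitor for full effect; nearly all actives have a fitted effect of over 55% in size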
Target sequence (P08659 whole entry, looked up): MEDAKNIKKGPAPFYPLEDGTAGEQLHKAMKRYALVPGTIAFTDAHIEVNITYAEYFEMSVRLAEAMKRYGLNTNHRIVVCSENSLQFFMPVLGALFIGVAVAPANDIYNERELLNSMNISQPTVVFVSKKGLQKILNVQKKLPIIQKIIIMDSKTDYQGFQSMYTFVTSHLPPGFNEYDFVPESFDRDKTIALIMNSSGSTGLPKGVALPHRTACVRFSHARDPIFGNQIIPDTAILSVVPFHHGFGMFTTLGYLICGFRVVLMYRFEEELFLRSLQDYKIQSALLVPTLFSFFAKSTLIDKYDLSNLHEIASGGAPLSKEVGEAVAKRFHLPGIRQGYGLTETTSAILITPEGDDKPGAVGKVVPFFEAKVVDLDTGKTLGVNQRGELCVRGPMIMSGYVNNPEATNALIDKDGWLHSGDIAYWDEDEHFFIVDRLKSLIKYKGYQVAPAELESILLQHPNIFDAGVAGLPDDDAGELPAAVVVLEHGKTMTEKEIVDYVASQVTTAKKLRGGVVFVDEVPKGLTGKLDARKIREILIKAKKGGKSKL
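Biochemical qHTS of compounds, final roughly 60 µM downward over six points, against 10 nM purified firefly luciferase using Km concentrations of substrates (10 uM D-luciferin, 10 uM ATP) in Tris acetate pH 7.5 buffer; luminescence output.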
uPA generation: qHTS for Inhibitors of Cell Surface uPA Generation. Potency, µM (highest dose often 38.3 µM), inactives show top-dose activity change, negative = inhibition, usual class: inhibitors. AID 540303, 2011. cell surface uPA generation assay, qHTS. 0.31% of 330,000 active; active means well fitted inhibition curve with a large enough effect; inconclusive means small, poorly fitted or top-dose-only effect; inactive means no such curve, though single readings can be large or run the other way; tested in mouse RAW 264.7 cells; further: potency means the concentration at half of the fitted maximal effect; on the % scale 0 is the no-effect control and ±100 the full control effect; nearly all actives have a fitted effect of over 55% in size
Coupling enz: qHTS Assay for Inhibitors of Fructose-1,6-bisphosphate Aldolase from Giardia Lamblia: Coupling assay counterscreen; coupling enzyme system counterscreen, AmpLite Red fluorescence; activity change, negative = inhibition, % at 58.2 µM, hits read low; 0.67% of 290,000 active; in the data active means activity change below about -30%; further: on the % scale 0 is the no-effect control and ±100 the full control effect
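Activity here indicates interference with the coupling reaction, not aldolase inhibition. Compounds at 57.5 uM final met coupling enzymes for 10 min at RT; substrate and AmpLite Red detection followed, with a 525/598 nm fluorescence read after 20 min.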
Tb PFK block: qHTS Assay to Find Inhibitors of T. brucei phosphofructokinase | ATP-dependent 6-phosphofructokinase (Trypanosoma brucei brucei), O15648 | T. brucei PFK, ADP-Glo luminescence | Potency, µM (titrated, usually from 57.5 µM), inactives show at the top dose activity, negative = inhibition, actives largely listed as inhibitors | 0.17% of 330,000 active;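 further: potency means the concentration at half of the fitted maximal effect; 0% = uninhibited 1x PFK enzyme wells and -100% = no-enzyme wells; nearly all actives have a fitted effect of over 60% in size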
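In TEA buffer at pH 8.0 with 5 mM MgCl2, enzyme (1.25 nM) converted F6P (0.5 mM) and ATP (0.1 mM) for 45 min at room temperature. ADP product was read by luciferase luminescence.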
Giardia kill: Small Molecules that selectively kill Giardia lamblia: qHTS | Giardia lamblia trophozoite viability | activity change, % at 7.66 µM, hits read low | 0.15% of 340,000 active | AID 540267, 2011; in the data active means activity change below about -80%; inconclusive means between about -30% and that limit;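 further: parasites exposed to compound for two days anaerobically before the ATP read; on the % scale 0 is the no-effect control and ±100 the full control effect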
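Giardia lamblia trophozoites (100 cells/well) were incubated with compounds for 48 h at 37 deg C under anaerobic conditions. Viability was read as ATP content by one-step luminescence after 15-30 min at room temperature.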
VP16 counter: VP16 counterscreen qHTS for inhibitors of ROR gamma transcriptional activity; Drosophila S2 Gal4-VP16 UAS-luciferase, luminescence, 20 h; Potency, µM (titrated, usually from 53.6 µM), inactives show top-dose activity, negative = inhibition, usual class: inhibitors; 3.5% of 310,000 active;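 further: Gal4-VP16 expression switched on by copper sulfate through the metallothionein promoter; potency means the concentration at half of the fitted maximal effect; on the % scale 0 is the no-effect control and ±100 the full control effect; nearly all actives have a fitted effect of over 50% in size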
RORgamma inh: qHTS for inhibitors of ROR gamma transcriptional activity; Potency, µM (titrated, usually from 53.6 µM), for inactives: top-dose activity change, negative = inhibition, most hits filed as inhibitors; 5.4% of 310,000 active; Drosophila S2 Gal4-RORgamma UAS-luciferase reporter, 20 h; AID 2551, 2010; further: potency means the concentration at half of the fitted maximal effect; on the % scale 0 is the no-effect control and ±100 the full control effect; nearly all actives have a fitted effect of over 60% in size
Target sequence (P51450 whole entry, looked up, the tested form may be a part): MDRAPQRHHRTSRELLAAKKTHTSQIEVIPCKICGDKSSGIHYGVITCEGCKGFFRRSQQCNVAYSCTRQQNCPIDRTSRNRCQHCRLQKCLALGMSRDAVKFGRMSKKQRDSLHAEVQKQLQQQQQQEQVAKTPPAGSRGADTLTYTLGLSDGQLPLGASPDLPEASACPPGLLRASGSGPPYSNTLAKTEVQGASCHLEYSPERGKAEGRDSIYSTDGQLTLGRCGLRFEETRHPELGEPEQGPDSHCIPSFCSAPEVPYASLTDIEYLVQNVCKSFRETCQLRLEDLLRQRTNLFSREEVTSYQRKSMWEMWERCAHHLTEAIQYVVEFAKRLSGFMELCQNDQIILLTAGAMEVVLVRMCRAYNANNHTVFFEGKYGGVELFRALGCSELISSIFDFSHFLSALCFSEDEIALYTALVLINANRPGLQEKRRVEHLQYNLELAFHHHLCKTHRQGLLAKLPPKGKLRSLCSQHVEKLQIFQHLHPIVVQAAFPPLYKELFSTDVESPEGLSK
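Drosophila S2 cells stably expressing Gal4-DBD/mouse RORγ fusion under metallothionein promoter plus UAS-luciferase; compound 1 h, then 700 uM CuSO4 induction for 20 h at ambient temperature; inhibition read as reduced luminescence.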
* marks the source's active call; other numbers are inactive results; ? = inconclusive; . = not tested or not shown; [ ] = dose if it differs, or a comment. Unless noted, the call rests on the fitted dose curve; in most records, active means well fitted curve in the direction sought with a large enough effect; inconclusive means small, poorly fitted or top-dose-only effect, or another doubt; inactive means no such curve, though single readings can be large; an effect the other way counts as inactive or inconclusive.

Sequence of screens: ELG1 genotox, NPC1 prom act, KCNH2 3.1 block, Rab9 prom act, FLuc counter, uPA generation, Coupling enz, Tb PFK block, Giardia kill, VP16 counter, RORgamma inh
> Cc1ccccc1NC(=O)CC1SC(=O)N(c2ccccc2)C1=O (stereo not given)
    2%, -3%, 2, -1%, -5%, -4%, 1, 4%, -4, 1%, ?
> c1ccc(-c2nnc(N3CCN(c4ccccc4)CC3)nc2-c2ccccc2)cc1
    -5%, -4%, -16, -7%, 1%, 0%, 3, 1%, 16, -7%, 18%
> CCC(=O)N(Cc1cc2ccccc2[nH]c1=O)c1ccccc1OC
    0%, 8%, -6, -2%, 0%, 0%, 1, 4%, -4, 7%, -1%
> Cc1cc(Nc2ccccc2)nc2cc(O)ccc12
    3%, -3%, 21, -7%, 17µM*, -1%, -1, 0%, -28, -12%, ?
> CC(C)c1ccc2[nH]c3nc(SCC(=O)NC4CC4)nnc3c2c1
    4%, 1%, -15, 11%, ?, -3%, -13, -4%, -2, -7%, 33%
> C#CCSc1nc2sc3c(c2c(=O)n1C)CCC3
    0%, -2%, 1, -5%, 1%, 7%, -2, -19%, 17, -2%, 16%
> CCCc1n(CC(O)COCc2ccccc2)c2ccccc2[n+]1C (stereo not given)
    -4%, -3%, 4, 0%, -2%, -2%, 2, 5%, -1, 1%, 3%
> O=C(CSc1nc(-c2ccccc2)cc(C(F)(F)F)n1)NCc1ccco1
    1%, 1%, -7, -4%, -1%, 1%, -1, -1%, 4, -9%, -29%
> CC1(C)N=C(SCC(=O)Nc2ccc(Cl)cc2Cl)C(c2ccccc2)=N1
    -8%, -1%, 1, -1%, 0%, -1%, 0, 0%, -1, 2%, 13%
> COC(=O)c1cc(OC)c(OC)cc1NC(=O)Nc1ccccc1OC
    4%, 0%, -10, 3%, 1%, -1%, 3, -1%, 0, -4%, -1%
> COc1ccc(C2=NNC(=Nc3cc(S(=O)(=O)N(C)C)ccc3C)SC2)c(OC)c1
    -17%, -3%, 1, -19%, -12%, ?, -1, 0%, -8, -17%, 18%
> Cc1ccc(NC(=O)C2CCCN(c3ncnc4c3nc3n4CCCCC3)C2)cc1Cl (stereo not given)
    -9%, -14%, 10, 0%, -3%, -12%, ., 1%, 12, -13%, 10%
> CCOC(=O)C1CCCN(C(=O)c2cc3cc4ccc(OC)cc4nc3o2)C1 (stereo not given)
    0%, 2%, 13, 24%, ?, -12%, ., -5%, -15, 1%, -32%
> Cc1c(N=C2SCC(=O)N2/N=C/c2ccccc2)c(=O)n(-c2ccccc2)n1C
    -1%, -1%, 1, -9%, 4%, -3%, 0, 0%, -2, 3%, -5%
> CN(C)CCOC(C1CCCCC1)C1CCCCC1
    -3%, -5%, -5, 2%, 0%, ., 1, -1%, 4, -5%, -17%
> COC(=O)c1sc2ccccc2c1-n1cccc1C(=O)C(=O)Nc1ccc(F)cc1
    -1%, -8%, -8, -4%, -3%, 10%, -10, 2%, 6, -25%, 19%
> CC(=O)c1c(C)[nH]c(C(=O)Nc2ccc(S(=O)(=O)N(C)C)cc2)c1C
    8%, -9%, 4, 2%, -2%, -4%, -2, -4%, 23, 1%, 0.22µM*
> O=C(c1cc(F)c(F)cc1Cl)N1CCCc2ccccc21
    -2%, 0%, -28, -6%, -2%, 1%, 5, -2%, 2, -7%, -20%
> Cc1ccc[n+](-c2nc3ccccc3nc2[N-]S(=O)(=O)c2ccccc2)c1
    0%, -1%, -6, -4%, -1%, 0%, 2, 2%, -11, 2%, 25%
> CC(=O)c1cccc(NC(=O)N2CCCC(C(=O)c3cc(F)ccc3F)C2)c1 (stereo not given)
    -3%, 0%, 3, -7%, 6%, -4%, 4, -4%, -23, -8%, ?
> CCN1C/C(=N\S(=O)(=O)/N=C2\CN(CC)C(=O)N2CC)N(CC)C1=O
    -1%, -1%, 3, -11%, -2%, 3%, 1, 2%, 6, -7%, 10µM*
> Cc1ccc(S(=O)(=O)/N=C(\c2ccc(Cl)cc2)N2CCOCC2)cc1
    -3%, 7%, ., -12%, 0%, 0%, ., -2%, 8, -8%, -6%
> Cc1ccc(NS(=O)(=O)c2cccc(C(=O)NN3CCOCC3)c2)cc1
    1%, -1%, ., -13%, -2%, ., 0, -3%, ., 1%, 3%
> Cn1c(CSCc2ccc(Cl)cc2Cl)n[nH]c1=S
    -9%, -7%, -4, -4%, -7%, ., 18, -27%, 4, 6.3µM*, 0.79µM*
> CCOc1ccc(N2C(=O)CC(Sc3nnnn3-c3ccccc3)C2=O)cc1 (stereo not given)
    7%, 0%, 0, -7%, -4%, -5%, 6, -6%, 3, ?, 4µM*
> O=C(Nc1cccn(Cc2ccccc2Cl)c1=O)NC1CCCCC1
    -3%, 0%, 5, -5%, 21µM*, -15%, -2, -3%, -14, -11%, ?
> O=C(COC(=O)CCSc1ccccc1)NCc1ccccc1
    1%, -2%, -6, -1%, -11%, ., 1, -2%, -7, -7%, 11%
> COc1ccccc1/C=N/NC(=O)c1ccc(-c2ccccc2)cc1
    -1%, 4%, -29, 0%, ?, ?, 0, 5%, -25, ?, 11µM*
> O=CN1CCCN(C(=O)CC2C(=O)NCCN2Cc2cccc(Oc3ccccc3)c2)CC1 (stereo not given)
    1%, -3%, 3, 1%, 0%, -25%, ., 1%, 29, -5%, -3%
> Cc1cc(C)cc(N(CCC(=O)O)S(=O)(=O)c2ccc(Cl)cc2)c1
    1%, -3%, -17, -1%, 2%, -1%, 9, 0%, -9, -10%, -3%
> COc1ccc(/C=N/NC(=O)CCSc2nc3ccccc3s2)cc1
    -5%, -22%, -9, -5%, ?, 4µM*, 0, -2%, 11, -8%, 154%
> CCOC(=O)c1oc2ccccc2c1COC(=O)CNC(=O)c1ccco1
    -1%, -1%, 4, 8%, 3%, -8%, ., -6%, 45[activator], ., .
> COC(=O)C(C)Sc1nc2c(cnn2-c2ccccc2)c(=O)[nH]1 (stereo not given)
    0%, -7%, 3, -2%, 1%, -1%, 6, 5%, 5, -3%, -24%
> Cn1nnc(NC(=O)c2ccc([N+](=O)[O-])cc2Cl)n1
    5%, 1%, -5, 6%, -15%, 1%, 1, -4%, -29, -18%, -5%
> COC(=O)c1cccc(NC(=O)CSc2nnc(C3CC3)n2C)c1
    1%, -1%, -9, 3%, -1%, -1%, 1, 3%, -4, -8%, -13%
> COC(=O)NC(=S)Nc1ccc(Oc2ccc(Cl)cc2Cl)c(Cl)c1
    3%, -12%, -1, 1%, 1%, -14%, -3, 6%, -1, ?, 2.2µM*
> CCOC(=O)C1(Cc2cccc(OC)c2)CCN(Cc2cccc(OC)c2O)CC1
    -9%, -2%, -20, -19%, 4%, -2%, 1, -7%, -5, -9%, ?
> CCOC(=O)Cn1nc(C)c(NC(=O)CCc2ccc(OC)cc2)c1C
    -2%, -4%, -12, -2%, 5%, 3%, 0, 0%, 8, -7%, -1%
> C[n+]1ccn(CC(=O)c2ccc(Cl)cc2)c1
    -1%, -2%, -5, -6%, 0%, 6%, 8, 0%, 4, ?, 3%
> Brc1ccccc1OCCN1CCOCC1
    -4%, -3%, -3, 0%, 3%, -2%, -3, -4%, 12, -2%, -28%
> CSc1cccc(N2CC(C(=O)NCCC3=CCCCC3)CC2=O)c1 (stereo not given)
    ?, -1%, -7, 1%, -6%, -2%, ., 7%, 0, ., .
> O=C(COC(=O)c1cccc(S(=O)(=O)N2CCOCC2)c1)NCCc1ccccc1
    1%, -3%, -6, 0%, 3%, 4%, ., 1%, 3, 7%, 1%
> COc1ccc(S(=O)(=O)N2CCN(CC(=O)Nc3cc(Cl)ccc3Cl)CC2)cc1
    0%, -4%, -85*, -6%, 4%, 5%, ., 0%, 3, ., .
> CCN1CCN(c2ncc(C(=O)Nc3cc(Cl)c(OC)cc3OC)c3ccccc23)CC1
    -4%, -5%, 7, -1%, -1%, 2%, 0, -2%, -5, 1%, 3%
> COc1ccc(CCNC(=O)CN2C(=O)c3ccccc3C2=O)cc1
    0%, 1%, 13, 0%, 4%, 12%, 0, -1%, -10, 6%, 1%
> CN(C(=O)C1CCOC1)c1nnc(-c2ccccn2)s1 (stereo not given)
    21µM*, 30%, 15, ?, 15µM*, 1%, 1, 14%, -7, -17%, -18%
